# mHTT-CaM PPI inh = mutant huntingtin-calmodulin interaction inhibitors – biochemical, AlphaScreen, primary screen | P42858 | AlphaScreen His-mHTT/GST-CaM binding, luminescence | inhibition, % at 15 µM | 190,000 compounds, 3.6% hits | AID 1671202, 2021;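 note: 0% = both proteins with DMSO and 100% = one protein alone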
# Pf apPOL block = Pf-apPOL inhibitors, biochemical, fluorescence | Recombinant Pf-apPOL, molecular beacon fluorescence, 1.5 h | AID 1794808, 2022 | 210,000 compounds, 0.25% hits | inhibition, % at 10 µM | Plasmodium falciparum apicoplast DNA polymerase (apPOL)
# Numbers without * were called inactive; i = inactive; / = no result given. Cut-off read from the data, not from the text of the source: active = inhibition above about 50%; inactive = the rest. Random draw from the library (roughly 3.7% active in at least one column).
SMILES,mHTT-CaM PPI inh,Pf apPOL block
COc1cc(C(C#N)N2N=C(C)CC2(C)C)ccc1O (configuration not stated),5,-1
CCc1nnc(NC(=O)c2ccc(S(=O)(=O)N3CC(C)OC(C)C3)cc2)o1 (configuration not stated),20,-5
O=C1C(=Cc2cc(Br)cc3c2OCOC3)Oc2cc(O)ccc21,7,-7
Cc1ccc(C2CC(C(F)(F)F)n3nc(C(=O)N4CCCC4)cc3N2)cc1 (configuration not stated),32,-5
O=C(NC1=NN(C(=O)c2ccccc2)C(c2ccccc2)N1C(=O)c1ccccc1)c1ccccc1 (configuration not stated),/,-23
O=C(NCc1ccc(F)cc1)c1ccc2c(c1)NC(=O)C(N1CCCCC1)S2 (configuration not stated),-10,10
COc1cccc(C(=O)N2CCCN(C3CCN(Cc4ccc(F)cc4)C3=O)CC2)c1 (configuration not stated),26,3
Cc1c(C(=O)Nc2cccc(Cl)c2Cl)cccc1[N+](=O)[O-],10,2
Cc1oc(C2CCN(C(=O)c3ccc(F)c(Cl)c3)CC2)nc1C(=O)N1CCOCC1,1,-3
COc1ccc(CC(=O)Nc2ccc(Cl)cc2C(=O)O)cc1,0,-3
CSC1=NC2(CCCCCC2)Cc2ccccc21,-93,-2
CC1(C)C(=O)C2(CCCCC2)C(=O)OC1c1ccc(F)cc1 (configuration not stated),1,-3
Cc1cccc(-c2nc(C3CCN(S(=O)(=O)c4ccc(Cl)cc4C)CC3)no2)c1,-3,-1
Cc1ccc2c(c1)C(=O)N1CCCC1C(=O)N2CC(=O)N1CCN(C)CC1 (configuration not stated),-6,-3
O=c1nc2n(-c3cccc(Br)c3)c3ccccc3cc-2c(=O)[nH]1,2,2
COc1ccc(NC(CC(=O)C2CC2)c2ccccc2)cc1 (configuration not stated),/,5
CN(C)CCN1C(=O)C2C3C=CC(C2C1=O)C1C2C(=O)N(CCN(C)C)C(=O)C2C31 (configuration not stated),-5,-6
Cc1ccccc1OCCn1cc(C=C2C(=O)NC(=O)NC2=O)c2ccccc21,51*,-60
OCc1nc2ccccc2n1CCOc1ccccc1,3,6
Cc1ccc(-n2nnc(C(=O)NCC(C)C)c2-c2cccnc2)cc1,-6,-1
CS(=O)(=O)c1cccc(C(=O)N2CC(=O)Nc3ccccc32)c1,-4,-2
COc1cc(C(=O)Nc2nnc(-c3ccc(Cl)cc3Cl)s2)cc(OC)c1OC,-2,16
CCSc1oc(-c2cccs2)nc1S(=O)(=O)c1ccc(Cl)cc1,-25,-9
O=C(O)CCSc1nc2ccc(Br)cc2[nH]1,-9,-4

# In the list so far, 8 contain sulfur:
SMILES,mHTT-CaM PPI inh,Pf apPOL block
CCc1nnc(NC(=O)c2ccc(S(=O)(=O)N3CC(C)OC(C)C3)cc2)o1 (configuration not stated),20,-5
O=C(NCc1ccc(F)cc1)c1ccc2c(c1)NC(=O)C(N1CCCCC1)S2 (configuration not stated),-10,10
CSC1=NC2(CCCCCC2)Cc2ccccc21,-93,-2
Cc1cccc(-c2nc(C3CCN(S(=O)(=O)c4ccc(Cl)cc4C)CC3)no2)c1,-3,-1
CS(=O)(=O)c1cccc(C(=O)N2CC(=O)Nc3ccccc32)c1,-4,-2
COc1cc(C(=O)Nc2nnc(-c3ccc(Cl)cc3Cl)s2)cc(OC)c1OC,-2,16
CCSc1oc(-c2cccs2)nc1S(=O)(=O)c1ccc(Cl)cc1,-25,-9
O=C(O)CCSc1nc2ccc(Br)cc2[nH]1,-9,-4

# Back to the main list, starting 2 compounds before the break.
SMILES,mHTT-CaM PPI inh,Pf apPOL block
CCSc1oc(-c2cccs2)nc1S(=O)(=O)c1ccc(Cl)cc1,-25,-9
O=C(O)CCSc1nc2ccc(Br)cc2[nH]1,-9,-4
Cc1cc(C)c(CO)c(C)c1/C=N/O,i,/
CCC(CC)C(=O)Nc1c2c(nn1-c1ccc([N+](=O)[O-])cc1)CSC2,12,-8
CCN(C(=O)c1cn(CC)c(=O)c2cc(OC)c(OC)cc12)c1cc(Cl)ccc1OC,18,-2
Cc1cccn2cc(C(=O)NCCC(C)C)nc12,-7,-5
COCC(=O)Nc1ncc(S(=O)(=O)c2ccc([N+](=O)[O-])cc2)s1,-3,-4
Cc1cccc(C(CC(=O)NC2CCCCC2)c2ccccc2)c1O (configuration not stated),-9,-1
COc1ccc(C2CC(c3ccc(F)cc3)Nc3nc(N)nn32)cc1 (configuration not stated),13,2
CCOc1ccc(/C=C2\SC(=O)N(CNc3ccccc3Br)C2=O)cc1,1,-2
CC(C)c1nnc(NC(=O)CSc2nncn2C)s1,-10,3
Cn1ccnc1SCC(=O)N1c2ccccc2C(C)(c2ccc(Cl)cc2)CC1(C)C (configuration not stated),61*,5
CC(C)NC(=O)c1cc(S(=O)(=O)N2CCCCCC2)ccc1Cl,-9,3
Cc1noc(C)c1Cc1c(C(=O)N2CCc3nc4cc[nH]n4c(=O)c3C2)noc1C,1,-4
O=C(c1cccs1)N1CCC(c2nc(-c3ccccc3)no2)C1 (configuration not stated),-5,-2
COc1ccc(OCCNc2ccc(C(F)(F)F)cc2[N+](=O)[O-])cc1,26,-2
C=CCn1c(=O)c2c(ncn2Cc2ccccc2F)n(-c2ccccc2)c1=O,4,-4
O=C(N[C@H]1CCC(=O)N([C@H](CSc2ccc(Br)cc2)Cc2ccccc2)CC1)OCc1ccccc1,5,0
CCCC(=O)NC1(c2nc(-c3ccncc3)no2)CCCCC1,1,4
CC(=O)c1ccccc1OC(=O)c1c(Cl)cccc1Cl,/,-4
O=C(NC12CC3CC(CC(C3)C1)C2)c1cccc(C(=O)NC23CC4CC(CC(C4)C2)C3)c1,-6,-2
CSc1cccc(NS(=O)(=O)c2cc(Br)cc3c2N(C(C)=O)CC3)c1,10,-6
Cn1c(=O)c(N2CCN(S(=O)(=O)c3cccc(Cl)c3)CC2)nc2ccncc21,3,8
COCCN1C(=O)c2ccccc2C(C(=O)NCCCN2CCCC2)C1c1ccc(F)cc1 (configuration not stated),8,-2
Cc1cccc(-c2cc3n(n2)CCCN(C(=O)c2n[nH]c4ccccc24)C3)c1,14,-1
O=C(c1cccc(N2CCNC(c3ccccc3)C2)n1)N1CCN(c2ccccn2)CC1 (configuration not stated),2,-3

# Brought forward from above: 2 compounds, then new ones.
SMILES,mHTT-CaM PPI inh,Pf apPOL block
Cc1cccc(-c2cc3n(n2)CCCN(C(=O)c2n[nH]c4ccccc24)C3)c1,14,-1
O=C(c1cccc(N2CCNC(c3ccccc3)C2)n1)N1CCN(c2ccccn2)CC1 (configuration not stated),2,-3
N#Cc1nccc2ccccc12,/,1
O=C(Nc1ccccc1Br)c1ccc(Cl)c(Cl)c1,-4,-1
O=C(CCN1CCCCC1)c1ccc(Cl)cc1,0,-20
CCOc1nc(N2CCOCC2)nc(C)c1[N+](=O)[O-],-4,0
CCN1C(=O)CCc2cc(NC(=O)CC(C)C)ccc21,-2,-3
COc1ccc2c(c1)c(=O)oc1cc3oc(C)c(C)c3cc12,13,13
COc1ccc(NC(=O)CS(=O)(=O)c2cn(Cc3ccccc3Cl)c3ccccc23)cc1,17,-3
Cc1[nH]c(=O)[nH]c(=O)c1CC(=O)NCc1ccccc1Cl,-16,-7
Cc1cc(C(=O)N2CCN(C)CC2)nn1CC(=O)N1CCN(c2ccccc2F)CC1,-5,-2
CCN1c2cc(C)ccc2-n2cccc2C12CCN(C(=O)NCC1CCCO1)CC2 (configuration not stated),65*,2
CC1CCCC(NC(=O)c2c[nH]c3ccc(S(=O)(=O)Nc4ccccc4F)cc3c2=O)C1C (configuration not stated),32,-2
Cc1ccc(C2CCCN2C(=O)c2ccccc2F)cc1 (configuration not stated),-3,1
O=C(NCc1cccnc1)C1(c2ccccc2)CCOCC1,-20,-4
COc1cc(Br)cc(CN(C)CCN(C)C)c1O,8,-6
COc1cc(OC)cc(C(=O)N2CCCC2c2nc(-c3cccc(C(F)(F)F)c3)no2)c1 (configuration not stated),14,-2
COc1cccc2cc(C(N)=O)c(=Nc3ccccc3C(N)=O)oc12,8,-3
COc1ccc2nc(N3CCCC(C(=O)NCCc4ccccc4)C3)sc2c1 (configuration not stated),2,-5
CCCCNC(=O)C1CCN(c2nccc(C)n2)CC1,-10,-5
Cc1nc(N2CCOCC2)c2c(C)c(C(=O)Nc3ccc(F)cc3Cl)sc2n1,-5,-14
COc1cc(NC(=O)c2ccc3c(c2)C(=O)N(C)C3=O)c(C(=O)O)cc1OC,-7,0
Cc1c(OCc2ccc(Cl)c(Cl)c2)ccc(C(=O)C=CN(C)C)c1O,/,-12
CC(C)CC(=O)N1CCN(Cc2ccccc2[N+](=O)[O-])CC1,-6,10
Cc1cc(Nc2ccc(O)cc2)c2cc(Cl)ccc2n1,17,-7
Cc1cccc(CNc2ccc3c(c2)OCO3)c1,100*,3
Cc1cccc(NS(=O)(=O)c2ccc3[nH]c4c(c3c2)CCCC4)c1,99*,-2
Cc1ccccc1OCCn1cnc2ccccc21,-4,-7
Cc1cc(C)c(NC(=O)Cn2cnc3c(-c4ccccc4)csc3c2=O)c(C)c1,-7,-4
Clc1cc(Br)ccc1OCCN1CCOCC1,0,-2
CCc1sc(C(C2C(=O)CC(C)(C)CC2=O)C2C(=O)CC(C)(C)CC2=O)cc1Br,25,/
Cc1ccc(Cl)cc1NC(=O)C(NS(=O)(=O)c1cccs1)c1ccccc1 (configuration not stated),-2,-3
Cc1csc(=NC23CC4CC(CC(C4)C2)C3)o1,25,3
CCn1c(=O)c2ccnn2c2ccc(C(=O)NC3CCCC3)cc21,-6,0
CN(C)c1ccc(CCCNC(=O)c2cccc(Cl)c2)cc1,31,1
Cc1cccc(C(=O)Nc2ccc(C)c(F)c2)c1,-25,-7
O=C(Nc1ccc2c(c1)OCO2)c1ccc(I)cc1,-1,-4
COc1ccccc1-c1ncnn1-c1ccc(C)c(Cl)c1,2,3
O=c1c(-c2cccc(Cl)c2)c(C(F)(F)F)oc2cc(O)ccc12,11,-3
CN(CC1CC(c2ccccc2)=NO1)C(=O)NC(C)(C)C (configuration not stated),-5,-5
COc1cccc(-c2noc(C3CCCN3C(=O)Nc3ccc(Br)cc3)n2)c1 (configuration not stated),-7,0
Cc1nn(-c2ccccc2)c2nc(N3CCCC(C(=O)Nc4ccccc4F)C3)sc12 (configuration not stated),1,4
Cc1ccc(N2C(=O)CCC2(C)C(=O)NC2CCCC2)cc1Cl (configuration not stated),4,-2
O=[N+]([O-])c1ccc(N2CCCC2)c(C(F)(F)F)c1,2,/
O=C(NC1CCCCC1)NC1CCN(C(=O)C2CC2)C1 (configuration not stated),2,2
C=CCn1c(=O)c2c(ncn2CC)n(-c2ccc(F)cc2)c1=O,-2,-3
Cc1cccc(C)c1NC(=O)c1cc2ccccc2c(=O)o1,-7,-14
Oc1ccc(/C=N/Nc2nn[nH]n2)cc1O,i,/
COc1ccc(OC)c(C2C3=C(CCCC3=O)Nc3nc(-c4ccccc4)nn32)c1 (configuration not stated),18,-2
Cc1cc(C(=O)N2CCOCC2)nn1CC(=O)Nc1nc2ccccc2s1,-8,-16
CCOc1ccc(CC(=O)N2CCC3(CC2)Nc2cccnc2NC3=NC2CCCC2)cc1,12,0
O=C(Nc1c2c(nn1-c1cccc(Cl)c1)CSC2)c1cc([N+](=O)[O-])ccc1Cl,3,-7
COCC(=O)N1CCN(c2cccc(F)c2)C(=O)C1C (configuration not stated),-2,7
COc1ccccc1/C=C/C=C1\N=C(c2ccccc2C)OC1=O,15,-1
O=S(=O)(c1cccc2nsnc12)N1CCN(Cc2ccccc2)CC1,/,4
COc1ccc(OC)c(-c2c(C)c3cc(OC(=O)C(C)C)ccc3oc2=O)c1,-1,-1
O=C(Nc1ccccc1C(F)(F)F)N(CCc1cccs1)Cc1cccnc1,-1,6
CCCCC(C(=O)O)n1c(O)c(C=C2C=Nc3ccccc32)sc1=S (configuration not stated),100*,25
CS(=O)(=O)Nc1ccc(Cl)cc1Cl,-2,/
CC(=O)c1ccc(S(=O)(=O)N=C2C=C(C(C)(C)C)C(=O)C(C(C)(C)C)=C2)cc1,27,0
COCC(=O)N1CCC(Cc2nnc(-c3ccccc3)o2)CC1,-3,3
CCn1c(=O)c2ccnn2c2ccc(C(=O)Nc3ccc(F)cc3C)cc21,-8,-12

# Remaining list, next part.
SMILES,mHTT-CaM PPI inh,Pf apPOL block
CCCCOCC(O)Cn1c(Cc2ccccc2)nc2ccccc21 (configuration not stated),1,-8
CCCn1cnc2c1c(=O)n(C1CCCC1)c(=O)n2-c1cccc(F)c1,-1,-3
O=S1(=O)N[C@H](Cc2ccccc2)COc2cccc(NCCO)c21,-2,-2
CNC(=O)NC1CCCc2ccccc21 (configuration not stated),-1,-6
COc1ccc(Cl)cc1NC(=O)c1cc(S(=O)(=O)NCc2ccccc2)ccc1F,-3,30
COc1ccc(OC)c(NC(=O)N2CCCC(C)(C(=O)NCc3ccc(C)cc3)C2)c1 (configuration not stated),0,5
CN(C)c1ccc(CNC(=O)C2CCN(c3cncnc3N3CCCCC3)CC2)cc1,4,-2
Cn1c(C2CCN(C(=O)Nc3ccc(F)cc3F)CC2)cc(=O)n2nccc12,-1,-1
COc1cccc2cc(C(=O)N3CCN(Cc4ccc5c(c4)OCO5)CC3)oc12,15,-44
COCCCNC(=O)c1c(NC(=O)c2oc3ccccc3c2C)sc2c1CCCC2,-6,-7
COc1cccc(CN2CCCCC2c2nc(C(C)C)no2)c1 (configuration not stated),-42,-7
O=C(Nc1ccc(S(=O)(=O)Nc2cccc(Cl)c2Cl)cc1)c1ccccc1,-1,-5
Cc1ccc(NC(=O)C2CCCN(c3ncnc4c3nc3n4CCCCC3)C2)c(C)c1 (configuration not stated),-4,-3
O=[N+]([O-])c1cc(C=Nc2ccc(Br)cc2)ccc1Br,7,-7

# Compound activity deposited in PubChem BioAssay by University of Kansas High Throughput Screening Laboratory.
